Source: PubChem
AGP1 TOR yeast = modulators of AGP1-GFP expression in yeast TOR pathway, primary screen, cell-based, multiplex flow cytometry, S. cerevisiae, MLPCN library; 3 h; GFP as percent of DMSO wells; GFP response vs DMSO, % at 10 µM; actives 0.02% (n = 320,000);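 active = GFP response relative to DMSO above a set limit, near screen average plus 3 SD, cut at about 150% in these data; inconclusive = fewer than 70 cells counted for the yeast strain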;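 note: median GFP channel fluorescence of the gated AGP1 strain per well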
VLA-4 inh = inhibition in human VLA-4 binding assay, primary screen, VLA-4 allosteric modulator project, MLPCN library, flow cytometry, VLA-4 expressing cells | Integrin alpha-4 (Homo sapiens), P13612 | ligand binding flow cytometry | inhibition, % (about 7 µM as worked out from the volumes in the protocol) | actives 0.2% (n = 330,000) | AID 2557, 2010; in the data active = inhibition above about 50%
Yeast superoxide = reduction of superoxide in aged yeast, primary screen, HTS; S. cerevisiae aged cells, superoxide DHE fluorescence; hits give low values; superoxide response (% of plate mean), % at 10 µM; actives 0.18% (n = 330,000); AID 2690, 2010;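 active = superoxide response under a set limit, about three screen SD below normal, cut at about 65% in these data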;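 note: yeast aged for seven days with compound at 30 °C before DHE staining; 100% = average MFI of all compound-treated wells on the plate with controls excluded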
CIT2 TOR yeast = modulators of CIT2-GFP expression in yeast, primary screen, S. cerevisiae, GFP fusion, multiplex flow cytometry, MLPCN library; GFP response vs DMSO, % at 10 µM; actives 0.065% (n = 320,000); AID 2029, 2009; S. cerevisiae CIT2-GFP strain, 3 h; 100 means same as DMSO wells;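 active = GFP response relative to DMSO above a set limit, near the screen mean plus 3 SD, cut at about 150% in these data; inconclusive = Fewer than 70 cells measured for a yeast strain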;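 note: ratio of well median GFP fluorescence to mean of DMSO wells on the plate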
Bcl-xL primary = inhibitors of human Bcl-xL, primary screen, biochemical, fluorescence polarization, HTS; Bcl-2-like protein 1 (Homo sapiens), Q07817; GST-Bcl-xL / FITC-Bim BH3 peptide fluorescence polarization; inhibition, % at 10.9 µM; actives 0.7% (n = 320,000); AID 2129, 2009;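 active = inhibition above the mean of all tested compounds plus 3 SD, cutoff set per campaign, cut at about 30% in these data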;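 note: 0% = DMSO wells and 100% = unlabeled Bim-BH3 peptide competitor; inhibitors lower millipolarization by displacing the labeled peptide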
Target sequence (Q07817 whole entry, looked up): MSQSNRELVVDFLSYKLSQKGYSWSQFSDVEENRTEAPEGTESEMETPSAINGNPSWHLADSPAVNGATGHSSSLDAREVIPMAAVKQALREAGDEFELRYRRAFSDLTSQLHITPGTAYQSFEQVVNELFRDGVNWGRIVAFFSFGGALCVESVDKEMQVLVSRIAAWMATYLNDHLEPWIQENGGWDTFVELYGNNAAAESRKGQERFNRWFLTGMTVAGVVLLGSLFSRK
MEX-5 binding = MEX-5 zinc finger RNA-binding disruptors – biochemical, C. elegans, fluorescence polarization, MLPCN library, primary screen; Zinc finger protein mex-5 (Caenorhabditis elegans), Q9XUB2; activity score (negative = inhibition of binding), % at 10 µM; actives 0.38% (n = 300,000); MEX-5/FITC-TCR2 RNA binding; hits give low values;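 active = inhibition past about -25% in most replicates, and total fluorescence under double the plate's negative control median, limit read from the data; inconclusive = replicates evenly split on the limit, or fluorescence at least double controls; inactive = too little inhibition in most replicates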;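 note: 0% = DMSO and -100% = 5 µM competing unlabeled TCR2 RNA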
Target sequence (Q9XUB2 whole entry, looked up): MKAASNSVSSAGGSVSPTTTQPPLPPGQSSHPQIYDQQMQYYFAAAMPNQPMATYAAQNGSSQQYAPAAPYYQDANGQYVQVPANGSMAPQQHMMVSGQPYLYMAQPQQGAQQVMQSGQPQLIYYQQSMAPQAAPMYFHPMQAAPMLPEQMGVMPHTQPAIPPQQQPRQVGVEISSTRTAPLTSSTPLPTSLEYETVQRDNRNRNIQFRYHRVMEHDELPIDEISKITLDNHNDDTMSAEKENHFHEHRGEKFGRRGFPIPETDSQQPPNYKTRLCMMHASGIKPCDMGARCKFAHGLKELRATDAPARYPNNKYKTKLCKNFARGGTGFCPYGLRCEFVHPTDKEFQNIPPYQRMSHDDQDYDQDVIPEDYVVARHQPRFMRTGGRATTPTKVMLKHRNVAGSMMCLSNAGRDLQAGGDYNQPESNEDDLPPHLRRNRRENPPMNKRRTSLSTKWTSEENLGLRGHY
GLD-1 RNA inh = GLD-1/TGE RNA complex disruptors, primary screen, biochemical, fluorescence polarization; purified GLD-1 + fluorescein TGE RNA; inhibition, % at 5.96 µM; actives 0.44% (n = 320,000);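 active = percent inhibition above a per-plate cutoff, the plate mean of test compounds plus 3 SD, cut at about 30% in these data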;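 note: 0% = DMSO wells with GLD-1 and probe and 100% = wells lacking GLD-1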
MCL1-BIM inh = inhibitors of MCL1 binding to BIM-BH3, primary screen, biochemical, fluorescence polarization | Induced myeloid leukemia cell differentiation protein Mcl-1 (Homo sapiens), Q07820 | GST-MCL1 / FITC-Bim-BH3 fluorescence polarization | inhibition, % at 10.9 µM | actives 0.68% (n = 320,000) | AID 2057, 2009;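 active = inhibition above the mean inhibition of all tested compounds plus 3 SD, set per campaign, cut at about 40% in these data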;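 note: 0% = DMSO wells and 100% = unlabeled Bim-BH3 peptide control; higher means more loss of mP so more displacement of Bim peptide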
Target sequence (Q07820 whole entry, looked up): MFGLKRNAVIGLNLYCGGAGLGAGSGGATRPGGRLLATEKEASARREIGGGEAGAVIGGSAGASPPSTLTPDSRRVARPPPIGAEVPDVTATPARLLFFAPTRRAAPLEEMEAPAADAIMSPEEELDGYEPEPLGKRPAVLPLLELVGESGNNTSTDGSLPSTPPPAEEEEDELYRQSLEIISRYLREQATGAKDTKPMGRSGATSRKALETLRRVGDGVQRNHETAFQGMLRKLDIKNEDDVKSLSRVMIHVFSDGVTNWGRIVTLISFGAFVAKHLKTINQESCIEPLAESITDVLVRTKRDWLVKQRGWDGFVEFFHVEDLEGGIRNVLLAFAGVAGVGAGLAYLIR
GRK2 aptamer HTS = compounds blocking aptamer binding on GRK2 – biochemical, human GRK2, bead flow cytometry, HTS, primary screen. Beta-adrenergic receptor kinase 1 (Homo sapiens), P25098. FAM-aptamer displacement from GRK2. actives 0.59% (n = 330,000). inhibition of aptamer binding, % at 10 µM;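 active = inhibition of aptamer binding above 40%, roughly 3 SD of noise, on plates passing a quality check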;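 note: median bead fluorescence of bound FAM aptamer so fluorescent compounds give negative values; no value below 0 was filed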
* hit, by the source's call; ? = inconclusive; · = no result given.

Sample of the layout, twelve compounds:
SMILES	AGP1 TOR yeast	VLA-4 inh	Yeast superoxide	CIT2 TOR yeast	Bcl-xL primary	MEX-5 binding	GLD-1 RNA inh	MCL1-BIM inh	GRK2 aptamer HTS
COc1ccc(NC(=O)CSc2nc3c(c(=O)n2-c2ccccc2)SCC3)c(OC)c1	107	12	99	102	7	1.4	-3	10	0
Cc1ccc(C[n+]2ccccc2)cc1	99	18	90	99	4	0.1	0	5	0
O=C(O)c1c(NC(=O)N(CCO)Cc2ccccc2)sc2c1CCCC2	111	1	104	113	6	-0.4	-3	1	1
Cc1ccc(-c2nsc(SCC(=O)NCc3ccc4c(c3)OCO4)n2)cc1	103	14	103	109	4	-2.4	-1	1	3
Cc1ccccc1Cn1nnc(-c2ccc(C(=O)O)cc2)n1	98	-2	104	103	7	2.2	8	2	0
COc1ccc(C2=CC3=CC(=O)C(C)(O)C(=O)C3=CO2)cc1 (centres undefined)	76	-9	104	68	16	-38*	11	27	2
O=C(O)c1ccc(COc2ccc3c4c(c(=O)oc3c2)CCC4)o1	95	3	122	94	-1	2.2	1	2	0
CCCOc1cccc(C(=O)NCCNC(=O)c2cnccn2)c1	100	3	103	108	-2	-3.6	-3	-2	0
CC(/C=C/c1ccccc1F)=N\NC(=O)C(C)C	101	-8	110	109	7	0.1	-1	12	3
CCOCCCNC(=O)c1ccc2c(c1)ncn2C1CCCC1	105	11	98	106	1	-1.8	3	-3	1
Cc1cccc(C2CC(c3ccc(Cl)cc3)Nc3nc(N)nn32)c1 (centres undefined)	108	4	95	107	6	-0.4	4	2	0
NC(=O)CC(NC(=O)c1ccc(Br)cc1)c1ccc(NC2CCCCCCC2)c([N+](=O)[O-])c1 (centres undefined)	79	5	105	65	1	3.5	5	-2	0

The listing (from the top)
SMILES	AGP1 TOR yeast	VLA-4 inh	Yeast superoxide	CIT2 TOR yeast	Bcl-xL primary	MEX-5 binding	GLD-1 RNA inh	MCL1-BIM inh	GRK2 aptamer HTS
COc1ccc(NC(=O)CSc2nc3c(c(=O)n2-c2ccccc2)SCC3)c(OC)c1	107	12	99	102	7	1.4	-3	10	0
Cc1ccc(C[n+]2ccccc2)cc1	99	18	90	99	4	0.1	0	5	0
O=C(O)c1c(NC(=O)N(CCO)Cc2ccccc2)sc2c1CCCC2	111	1	104	113	6	-0.4	-3	1	1
Cc1ccc(-c2nsc(SCC(=O)NCc3ccc4c(c3)OCO4)n2)cc1	103	14	103	109	4	-2.4	-1	1	3
Cc1ccccc1Cn1nnc(-c2ccc(C(=O)O)cc2)n1	98	-2	104	103	7	2.2	8	2	0
COc1ccc(C2=CC3=CC(=O)C(C)(O)C(=O)C3=CO2)cc1 (centres undefined)	76	-9	104	68	16	-38*	11	27	2
O=C(O)c1ccc(COc2ccc3c4c(c(=O)oc3c2)CCC4)o1	95	3	122	94	-1	2.2	1	2	0
CCCOc1cccc(C(=O)NCCNC(=O)c2cnccn2)c1	100	3	103	108	-2	-3.6	-3	-2	0
CC(/C=C/c1ccccc1F)=N\NC(=O)C(C)C	101	-8	110	109	7	0.1	-1	12	3
CCOCCCNC(=O)c1ccc2c(c1)ncn2C1CCCC1	105	11	98	106	1	-1.8	3	-3	1
Cc1cccc(C2CC(c3ccc(Cl)cc3)Nc3nc(N)nn32)c1 (centres undefined)	108	4	95	107	6	-0.4	4	2	0
NC(=O)CC(NC(=O)c1ccc(Br)cc1)c1ccc(NC2CCCCCCC2)c([N+](=O)[O-])c1 (centres undefined)	79	5	105	65	1	3.5	5	-2	0
CSC1=NC(C(Cl)(Cl)Cl)N=C(c2ccccc2)N1 (centres undefined)	99	-1	98	91	2	0.2	1	0	1
COc1ccc(S(=O)(=O)NCc2cn3c(C)csc3n2)cc1F	95	6	89	97	6	1.5	7	4	0
COC(=O)C1C(c2ccc(OC)c(OC)c2)NC(c2ccc(OC)c(OC)c2)C(C(=O)OC)S1(=O)=O (centres undefined)	92	21	88	94	6	-2.2	-1	5	0
NS(=O)(=O)c1ccc(CCNC(=O)COC(=O)CCc2ccccc2)cc1	103	0	101	98	0	1.5	6	-1	4
Cn1cc(CCC(=O)N2CCCC(CCC(=O)NCc3ccccc3F)C2)cn1 (centres undefined)	107	2	94	112	6	0.8	9	-2	0
CCNc1oc(-c2cccc3ccccc23)nc1C#N	104	19	105	110	-2	-1.2	7	4	0
COc1ccc(OCCSc2nc(-c3ccccc3)cc(=O)[nH]2)cc1	·	4	104	97	0	-0.5	2	1	0
COc1cccc(-n2c(C)cc(/C=C3/C(=N)N4C(=NC3=O)SN=C4S(C)(=O)=O)c2C)c1	103	-4	97	100	4	-11	1	1	3
COc1ccccc1NC(=O)CSc1nnc2ccc(-c3cccnc3)nn12	102	3	103	93	-14	-2.8	3	-6	0
Cc1cc(C)cc(OCC(=O)N2Cc3ccccc3CC2C(=O)O)c1 (centres undefined)	106	-9	113	107	10	-0.1	0	6	31
Cn1c(=O)oc2cc(S(=O)(=O)CCC(=O)N3CCN(c4ccccc4F)CC3)ccc21	98	0	89	97	-7	0.8	-4	-8	0
O=c1c(Cl)c(NCc2ccccc2)cnn1C12CC3CC(CC(C3)C1)C2	100	0	83	100	3	-0.6	2	4	8
N#Cc1nnn(Cc2ccccc2)c1N	108	1	91	107	1	-2.9	-2	8	2
CCC(C)N(C(=O)COC(=O)c1cc([N+](=O)[O-])ccc1N1CCOCC1)C1CCS(=O)(=O)C1 (centres undefined)	99	14	102	93	-4	2.8	4	-7	0
Fc1ccccc1C1CC(c2ccco2)=Nc2ccccc2S1 (centres undefined)	100	5	91	92	11	-2.8	3	11	0
CN(C(=O)CSc1nc2c(cnn2-c2ccccc2)c(=O)[nH]1)C1CCS(=O)(=O)C1 (centres undefined)	101	-16	90	100	-7	-2.9	7	-17	0
COc1ccc(OC)c(C2=NOC(C(=O)Nc3cccnc3)C2)c1 (centres undefined)	107	-6	95	109	4	0.2	1	3	4
CCc1cccc(NC(=O)COC(=O)c2cc([N+](=O)[O-])ccc2N2CCOCC2)c1	105	9	92	104	0	-2.0	12	0	0
Nc1nc(Sc2ccc([N+](=O)[O-])cc2[N+](=O)[O-])n[nH]1	110	0	122	112	-6	?	6	-3	0
CCOC(=O)c1ccccc1NC1c2ccccc2C(=O)N1C1CCN(C(=O)OCC)CC1 (centres undefined)	90	12	109	98	2	-1.3	3	-2	0
O=S(=O)(NCC(O)c1ccccc1)c1cc(Cl)sc1Cl (centres undefined)	101	9	107	102	3	-1.8	2	7	3
Cc1cccc(OCC(=O)NNc2c3ccccc3nc3ccccc23)c1	93	6	107	95	1	3.0	1	-4	0
Cc1ccc(S(=O)(=O)N/N=C/c2ccc(OC3CSC3)cc2)cc1	92	20	117	123	4	2.8	-5	8	2
Cc1nn2c(=O)cc(CSc3ccccc3NC(=O)c3ccccc3F)nc2s1	93	0	95	91	-4	-1.6	6	-4	2
O=C(N/N=C/c1c[nH]c2ccccc12)c1ccncc1	98	15	125	99	6	2.3	4	-4	0
CCOC(=O)C1=C(O)C(=O)N(c2ccc(S(N)(=O)=O)cc2)C1c1ccc(OC)cc1OC (centres undefined)	103	20	98	100	0	-0.2	8	-3	5
COc1ccc(NC(=O)CSc2nc3[nH]ncc3c(=O)n2-c2ccccc2C)cc1OC	100	14	86	104	2	2.3	4	5	0
COC(=O)c1c(C#N)c(N)nc2c1CCC2	94	4	88	98	4	-4.1	-3	12	2
CCOC(=O)c1[nH]ncc1CN1CCCC(C(=O)c2cccc(OC(C)C)c2)C1 (centres undefined)	104	-1	98	101	1	-1.6	7	8	0
O=C(CN1C(=O)NC2(CCc3ccccc32)C1=O)NCC(F)(F)F (centres undefined)	98	14	112	98	0	0.9	1	3	3
Cc1cccc(C)c1NC(=O)CN(C)C(=O)c1cc(S(=O)(=O)N(C)C)ccc1N1CCCC1	92	8	123	92	-5	-1.2	7	-8	3
COc1cc(OC)cc(C(=O)N[C@@H](CCSC)c2nc3ccccc3[nH]2)c1	95	8	114	100	7	1.7	-5	1	0
CC(=O)c1ccc(OC2OCCOC2Oc2ccc(C(C)=O)cc2)cc1 (centres undefined)	100	-5	91	102	2	1.6	2	3	1
O=C(O)CCc1ccc(-c2cccs2)n1NC(=O)c1ccco1	107	-2	101	105	10	-0.8	4	6	1
COc1cc(NC(=O)c2ccccc2OCc2ccccc2)cc(OC)c1OC	95	1	91	98	-7	2.9	2	-11	2
CN1CCN(CCCNC(=O)c2ccc3c(=O)n(CCc4ccccc4)c(=O)[nH]c3c2)CC1	100	7	107	103	4	3.9	-1	-1	0
N#CC12CCCCC1CC1CCCCC1(C#N)N2Cc1ccccn1 (centres undefined)	·	-12	112	97	0	3.8	-4	3	1
COCCCN1C(=O)c2ccc(C(=O)OCC(=O)NCc3cccc(OC)c3)cc2C1=O	114	9	101	106	-1	·	3	-3	1
Fc1cccc(F)c1-c1nc(-c2ccncc2)no1	93	5	99	106	4	0.7	4	7	0
NNC(=O)c1cc2sccc2s1	95	8	117	85	1	-1.0	-3	-4	1
CCOc1ccc(S(=O)(=O)N(C(=O)c2ccco2)c2cc3sc(=O)oc3c3ccccc23)cc1	88	7	93	87	14	-1.8	-3	38	0
CC1(C)CC(=O)C(C=NCC2CCN(C(=S)Nc3ccccc3)CC2)=C(O)C1	110	-3	107	98	3	-1.7	-3	0	0
CCC(C)(C)n1nnnc1C(c1cc2cccc(C)c2[nH]c1=O)N1CCN(C(=O)c2ccco2)CC1 (centres undefined)	106	0	90	103	-4	-2.8	-4	0	1
CCCCCCCn1ccc(=N)cc1	110	26	97	100	2	4.4	4	-16	1
O=C(c1ccc(C(F)(F)F)cc1)C1CCCN(C(=O)c2cnccn2)C1 (centres undefined)	112	1	91	98	1	-2.9	4	1	36
O=C(Cc1ccccc1)NCc1ccc(F)cc1	102	1	93	106	4	2.6	3	7	1
CC(C)NC(=O)NC(=O)CSc1nnc(-c2c[nH]c3ccccc23)o1	92	-9	115	92	-19	-1.7	12	-24	0
CC(C)N1CCNCC1	84	6	108	86	6	-1.1	-3	7	1

Rows were taken by chance. About 2.1% of those tested had a hit in this group.
